LRH-1 inv ag: NR5A2 inverse agonism in reporter assay; O00482; HEK293T StAR-luciferase reporter, LRH-1 transfected, 24 h; inhibition, % at 3.6 µM; 0.13% of 360,000 active; AID 602396;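 active = inhibition above the mean inhibition of all tested compounds plus 3 SD, cut at about 73% in these data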;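 note: 0% = DMSO wells and 100% = reporter-only cells lacking LRH-1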
NCOA2 inhibitor: human SRC2 (NCOA2) inhibition | Q15596 | HEK293 GAL4-SRC2 luciferase reporter, luminescence | inhibition, % at 9 µM | 0.17% of 370,000 active | AID 651957;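 active = inhibition above the mean inhibition of all tested compounds plus 3 SD, set per campaign, cut at about 52% in these data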;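 note: 0% = DMSO treated cells and 100% = cells given Gossypol at 36 µM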
SRC3 inh: inhibitors of human steroid receptor coactivator 3 (SRC3) | HEK293 GAL4-SRC3 luciferase reporter, luminescence | inhibition, % at 3.6 µM | 0.17% of 360,000 active;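 active = inhibition above a per-campaign cutoff, the mean of all compounds plus 3 SD, cut at about 60% in these data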;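 note: 0% = DMSO-treated cells and 100% = gossypol-treated cells at 36 µM; higher means less SRC3-driven luciferase light from the GAL4 reporter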
LMP1 NFkB inh: inhibitors of Epstein-Barr LMP1-induced NF-kappaB reporter; LMP1-induced NF-kappaB luciferase reporter cells, luminescence; inhibition, % at 12.5 µM; 0.69% of 350,000 active; in the data active = inhibition above about 41%; inconclusive = no clear call, values can overlap the other calls;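 note: 0% = neutral control wells and 100% = reference inhibitor control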
TLR9-MyD88 block: TLR9-MyD88 interaction inhibition; Q9NR96+Q99836; CHO BLA complementation TLR9-MyD88, CCF4 FRET ratio; inhibition, % at 4.98 µM; 0.21% of 340,000 active; AID 504734;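 active = inhibition above the mean over all tested compounds plus 3 SD, cut at about 21% in these data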;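 note: 0% = DMSO only wells and 100% = clavulanate BLA inhibitor control wells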
Target sequence (Q99836 whole entry, looked up): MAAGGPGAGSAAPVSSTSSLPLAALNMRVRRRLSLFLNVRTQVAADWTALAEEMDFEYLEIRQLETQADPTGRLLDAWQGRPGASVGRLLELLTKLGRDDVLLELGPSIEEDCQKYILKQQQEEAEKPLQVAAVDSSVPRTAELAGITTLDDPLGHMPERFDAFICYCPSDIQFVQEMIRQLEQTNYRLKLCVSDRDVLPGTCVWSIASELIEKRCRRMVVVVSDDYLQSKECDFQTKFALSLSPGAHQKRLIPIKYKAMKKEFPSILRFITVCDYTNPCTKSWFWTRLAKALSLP
Target sequence (Q9NR96 whole entry, looked up): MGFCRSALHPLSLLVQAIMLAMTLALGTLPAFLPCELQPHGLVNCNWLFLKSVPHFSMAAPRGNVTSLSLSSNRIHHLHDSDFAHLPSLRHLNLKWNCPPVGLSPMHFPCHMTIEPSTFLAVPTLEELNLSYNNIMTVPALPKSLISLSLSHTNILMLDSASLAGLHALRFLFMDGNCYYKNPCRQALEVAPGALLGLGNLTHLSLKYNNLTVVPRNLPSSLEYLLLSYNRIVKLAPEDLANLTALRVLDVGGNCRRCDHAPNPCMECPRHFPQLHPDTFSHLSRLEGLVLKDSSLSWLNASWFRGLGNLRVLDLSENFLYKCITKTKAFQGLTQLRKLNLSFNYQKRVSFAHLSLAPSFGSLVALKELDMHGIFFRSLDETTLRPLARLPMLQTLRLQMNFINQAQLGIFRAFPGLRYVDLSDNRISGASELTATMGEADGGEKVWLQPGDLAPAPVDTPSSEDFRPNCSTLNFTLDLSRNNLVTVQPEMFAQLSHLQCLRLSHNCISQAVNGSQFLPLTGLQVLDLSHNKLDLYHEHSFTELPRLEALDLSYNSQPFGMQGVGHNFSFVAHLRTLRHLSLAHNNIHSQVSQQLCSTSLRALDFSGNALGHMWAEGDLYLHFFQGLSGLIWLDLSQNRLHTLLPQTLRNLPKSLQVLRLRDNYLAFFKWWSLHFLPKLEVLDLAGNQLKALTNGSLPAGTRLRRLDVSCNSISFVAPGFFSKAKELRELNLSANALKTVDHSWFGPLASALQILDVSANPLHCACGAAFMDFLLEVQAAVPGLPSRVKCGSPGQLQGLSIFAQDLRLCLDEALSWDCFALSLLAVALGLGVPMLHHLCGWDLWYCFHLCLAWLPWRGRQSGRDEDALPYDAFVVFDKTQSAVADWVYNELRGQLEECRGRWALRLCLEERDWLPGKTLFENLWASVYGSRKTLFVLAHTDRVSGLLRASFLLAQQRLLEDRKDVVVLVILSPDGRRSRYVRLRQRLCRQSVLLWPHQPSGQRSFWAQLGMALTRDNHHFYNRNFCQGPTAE
Vif inh: inhibitors of HIV Vif. HEK293T cells, Vif self-association by quenched fluorescence, imaging, 24 h. AID 602346. 0.35% of 340,000 active. inhibition, % at 7.49 µM; in the data active = inhibition above about 50%, passing the limit was not always enough; inconclusive = no clear call, values can overlap the other calls; inactive = below about 31%; note: some results filed as inactive read as strong as hits
TRAIL sens C8: caspase-8 TRAIL sensitization; NB7+C8 cells + TRAIL, ATPlite viability luminescence; inhibition (viability loss, TRAIL sensitization), % at 10 µM; 1% of 360,000 active;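 active = compounds causing at least 50% loss of cell viability in the single-dose screen, relative to plate controls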
SRC1 inh: human NCOA1 inhibition; HEK293 GAL4-SRC1 luciferase reporter, luminescence; inhibition, % at 3.6 µM; 0.12% of 360,000 active; Q15788;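 active = inhibition above the campaign mean plus 3 SD, with each screening campaign given its own cutoff, cut at about 60% in these data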;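 note: 0% = DMSO treated cells and 100% = gossypol at 36 µM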
COUP-TFII inh: NR2F2 (human) inhibition, primary screen; inhibition, % at 8.6 µM; P24468; 0.7% of 370,000 active; HEK293T NGFI-A luciferase reporter, luminescence; AID 686940;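 active = inhibition above a per-plate cutoff, mean inhibition of test wells between control levels plus 3 SD, cut at about 38% in these data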;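 note: cells cotransfected with COUP-TFII expression vector driving the NGFI-A reporter; 0% = median of COUP-TF2 test wells and 100% = reporter-only cells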
TROY NFkB inh: TROY signaling inhibition. AID 1347056. inhibition, % at 10 µM. Q293 LMP1-TROYcd NF-kB luciferase reporter, 4 h. 0.98% of 360,000 active;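 active = compounds whose plate-normalised and pattern-corrected inhibition of the luciferase reporter signal at the single screening dose is 50% or more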
NOD2 RIPK2 PPI: inhibitors of human NOD2-RIPK2 interaction. O43353. CHO BLA complementation NOD2-RIPK2, CCF4 ratio. inhibition, % at 4.98 µM. 0.38% of 360,000 active; in the data active = inhibition above about 21%;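 note: 0% = vehicle only and 100% = reference blocker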
* = called active by the depositor; ? = inconclusive; · = no result given. The list is partial; count on the stated rates, not on these rows.

SMILES	LRH-1 inv ag	NCOA2 inhibitor	SRC3 inh	LMP1 NFkB inh	TLR9-MyD88 block	Vif inh	TRAIL sens C8	SRC1 inh	COUP-TFII inh	TROY NFkB inh	NOD2 RIPK2 PPI
COc1cc(NC(=O)c2cc3sccc3n2C)cc(OC)c1	-78	-31	-80	-29	-5	-1	4	-124	-37	-56	-6
O=C(NCc1ccccc1Cl)C1CCC(=O)N(CCCN2CCCC2=O)C1 (stereo not drawn)	0	1	-3	-21	-3	0	-1	-11	-3	-2	7
COc1cc(C)ccc1OCCOCCOc1ccc([N+](=O)[O-])cc1	19	-7	16	2	-5	-2	-7	-6	-3	14	1
O=C(CCN1CCN(CCO)CC1)Nc1ccc(F)c(F)c1	-4	-19	6	8	4	-2	-6	-15	-9	2	-6
O=C(O)C1C2C=CC3(CN(Cc4ccco4)C(=O)C13)O2 (stereo not drawn)	-8	-34	-1	-6	-16	-3	1	11	-4	-18	-10
O=C(c1ccc(-c2cccc(C(F)(F)F)c2)o1)N1CCCC(C(F)(F)F)C1 (stereo not drawn)	-14	-16	-13	-3	-1	-4	7	-1	15	-31	10
C=CCOc1ccc(C[C@H](N)C(=O)NC[C@H]2O[C@@H](n3cc(C)c(=O)[nH]c3=O)C[C@@H]2O)cc1	11	-5	11	-11	2	-1	7	-9	-3	1	-11
CCn1c(=O)c(C)nn2c3ccccc3nc12	-7	23	-10	3	-6	-3	-8	-37	-3	7	-9
Cc1cc(C)c(S(=O)(=O)N2CCCC(C(=O)NCc3ccncc3)C2)c(C)c1 (stereo not drawn)	-1	13	19	4	9	?	-6	20	24	2	-1
O=C(Nc1nc2c(s1)C(=O)CCC2)c1ccccc1	-137	-33	-52	0	3	1	27	-95	-21	15	9
O=[N+]([O-])c1ccccc1/C=N/N1CCN(c2ccccn2)CC1	-54	-27	-16	-46	7	7	-2	-52	-19	-19	-11
O=C(c1ccccc1)N1CCN(c2ccc([N+](=O)[O-])c(NCc3cccnc3)c2)CC1	20	0	-12	1	-4	-2	2	-2	-15	14	-4
OC(CNCCc1ccccc1)COc1ccc(OCC(O)CNCCc2ccccc2)cc1 (stereo not drawn)	-1	-25	-25	-106	-9	6	19	-23	9	-22	1
Cc1ccc2c(c1)N(CC(=O)c1cccc(Cl)c1)C(=O)C(C)O2 (stereo not drawn)	13	-2	-3	1	-8	-7	7	-9	-6	7	-2
O=C1CCCC(O)=C1C=NCc1ccccc1	-13	-11	-9	4	-1	-7	-5	-14	-5	-18	-7
C[C@@H]1CN([C@H](C)CO)C(=O)CCCn2cc(nn2)CO[C@H]1CN(C)C(=O)Nc1cccc2ccccc12	11	24	-3	-5	-3	8	-6	0	0	29	-1
Cc1cc(Br)ccc1SCC(=O)N1CCN(S(=O)(=O)c2ccccc2)CC1	-10	4	18	-10	-6	-3	12	10	12	9	4
COCC(C)N=C1NN=C(c2ccc(NC(C)=O)cc2)CS1 (stereo not drawn)	-2	-4	-22	-7	-10	5	-26	-40	-19	-19	-9
CN(CC(=O)NCc1ccc(F)cc1)CC(=O)Nc1ccc(Cl)c(C(F)(F)F)c1	22	-8	28	-1	-10	-11	-5	22	30	21	2
COc1ccc(-c2cc(C(F)(F)F)nc(NCc3cccs3)n2)cc1	20	-9	-4	-6	-7	·	16	-6	-8	-19	-14
O=C(NNS(=O)(=O)c1ccccc1)C(O)(c1ccccc1)c1ccccc1	-2	4	12	-5	-1	4	9	-11	10	-5	2
COc1ccc(NC(=O)COC(=O)CC2CCCC2)cc1	15	-19	4	-10	-10	-6	-5	8	-14	-36	-6
Cc1cc(OCC(=O)N(C(C)C)C(C)C)ccc1Cl	4	-32	7	0	-7	1	-26	-5	8	-5	-6
CCCc1sc(N)nc1-c1ccc(Cl)cc1	-15	0	25	-16	-7	-3	-15	-10	2	8	8
CN(C)CCn1ccc(O)c(Cc2ccc(Cl)cc2)c1=O	15	-36	11	0	-1	9	-4	8	-4	2	2

Six entries from above, comma-delimited.
Molecule,LRH-1 inv ag,NCOA2 inhibitor,SRC3 inh,LMP1 NFkB inh,TLR9-MyD88 block,Vif inh,TRAIL sens C8,SRC1 inh,COUP-TFII inh,TROY NFkB inh,NOD2 RIPK2 PPI
O=C(c1ccc(-c2cccc(C(F)(F)F)c2)o1)N1CCCC(C(F)(F)F)C1 (stereo not drawn),-14,-16,-13,-3,-1,-4,7,-1,15,-31,10
COc1ccc(-c2cc(C(F)(F)F)nc(NCc3cccs3)n2)cc1,20,-9,-4,-6,-7,·,16,-6,-8,-19,-14
C[C@@H]1CN([C@H](C)CO)C(=O)CCCn2cc(nn2)CO[C@H]1CN(C)C(=O)Nc1cccc2ccccc12,11,24,-3,-5,-3,8,-6,0,0,29,-1
CCn1c(=O)c(C)nn2c3ccccc3nc12,-7,23,-10,3,-6,-3,-8,-37,-3,7,-9
CN(C)CCn1ccc(O)c(Cc2ccc(Cl)cc2)c1=O,15,-36,11,0,-1,9,-4,8,-4,2,2
CN(CC(=O)NCc1ccc(F)cc1)CC(=O)Nc1ccc(Cl)c(C(F)(F)F)c1,22,-8,28,-1,-10,-11,-5,22,30,21,2

As a working copy, part of the list above.
SMILES	LRH-1 inv ag	NCOA2 inhibitor	SRC3 inh	LMP1 NFkB inh	TLR9-MyD88 block	Vif inh	TRAIL sens C8	SRC1 inh	COUP-TFII inh	TROY NFkB inh	NOD2 RIPK2 PPI
Cc1cc(OCC(=O)N(C(C)C)C(C)C)ccc1Cl	4	-32	7	0	-7	1	-26	-5	8	-5	-6
CCCc1sc(N)nc1-c1ccc(Cl)cc1	-15	0	25	-16	-7	-3	-15	-10	2	8	8
CN(C)CCn1ccc(O)c(Cc2ccc(Cl)cc2)c1=O	15	-36	11	0	-1	9	-4	8	-4	2	2

Other records.
SMILES	LRH-1 inv ag	NCOA2 inhibitor	SRC3 inh	LMP1 NFkB inh	TLR9-MyD88 block	Vif inh	TRAIL sens C8	SRC1 inh	COUP-TFII inh	TROY NFkB inh	NOD2 RIPK2 PPI
C=CCOc1cccc(C2/C(=C(/O)c3ccc(F)cc3)C(=O)C(=O)N2CCN2CCOCC2)c1 (stereo not drawn)	-8	-22	7	-2	6	-2	-10	-10	-6	12	-5
O=C(O)CSc1nc(-c2cccs2)cc(C(F)(F)F)n1	0	1	2	-7	·	-7	7	-3	-4	-10	-2
O=C(CCNC(=O)C1CCN(S(=O)(=O)c2ccccc2)CC1)NCCc1cccc(F)c1	3	-6	-15	6	3	-3	2	-3	3	-11	5
COc1ccc(/C=C/C(=O)N[C@H](C(=O)O)C(C)C)cc1	-5	0	14	1	11	1	15	-5	-3	1	12
O=C(Cc1ccccc1)N/N=C/c1cc2c(cc1Cl)OCO2	-7	-20	-4	6	-3	-8	2	-5	-7	-35	-3
O=C(c1cc2ccccc2oc1=O)N(Cc1ccccc1)C1CCS(=O)(=O)C1 (stereo not drawn)	-64	-16	-32	-14	4	10	-2	-126	-14	-57	-3
O=C(NCc1ccccc1F)C1CCN(S(=O)(=O)c2ccccc2)CC1	0	-4	-20	-3	1	11	0	-2	2	-7	4
CC(=O)N1CCCc2cc(S(=O)(=O)NC(C(=O)NC(C)c3ccccc3)C(C)C)ccc21 (stereo not drawn)	4	11	-6	-6	5	-1	-11	-30	1	-25	-3
Cc1ccc(C)c(C(=O)COC(=O)c2ccc(C)c(S(=O)(=O)N3CCOCC3)c2)c1	-15	-2	3	2	4	59*	2	-7	8	-30	-3
O=C(N/N=C/C1C(c2ccccc2)C1(Cl)Cl)c1cccc(Cl)c1 (stereo not drawn)	-38	-18	-25	-8	-9	3	7	-21	0	1	-9
CCOCCOC(=O)CCSc1n[nH]c(=O)[nH]c1=O	-16	-1	7	0	0	5	-8	-10	-2	-2	-7
C=CCC(NC(=O)c1ccc(C#N)cc1)C(=O)NCCC (stereo not drawn)	5	14	-6	0	-6	0	-1	-32	0	-7	-13
Cc1ccc2cccc(CC(=O)NN)c2c1	10	-40	-3	-2	-17	5	1	-22	3	-18	11
Nc1cc(=O)[nH]c(SCC(=O)N2CCc3ccccc3C2)n1	-20	-32	11	0	1	1	-4	-16	-1	0	2
Cn1c(CS(=O)Cc2c(Cl)cccc2Cl)nnc1SCc1ccc(Cl)cc1 (stereo not drawn)	8	-10	12	-2	-4	24	15	4	-13	7	4
COC/C=C/C1=CC2=CC(=O)C(C)(OC(=O)C3CCCC3)C(=O)C2=CO1 (stereo not drawn)	13	-13	1	2	9	·	5	-18	2	2	-1
O=C(c1ccc(Br)cc1)N(c1ccccn1)C1CCCCC1	-10	10	8	-5	-1	5	11	-13	-8	11	-1
O=C(CCn1[nH]c(=O)c2ccccc2c1=O)OC1CCCCC1	8	2	6	-2	-4	5	-17	-6	-4	-7	-10
CCOC(=O)c1c(C)[nH]c(C)c1C(=O)COC(=O)c1cc(OC)c(OC)cc1OC	3	-10	-10	5	-2	10	-4	-4	4	8	-4
Cc1cccc(NC(=O)Nc2cccc(F)c2)n1	-49	-13	-42	-49	-2	3	-6	-50	-18	-35	3
CN1c2ccccc2-c2nc3ccccc3n2C1c1cccs1 (stereo not drawn)	-3	23	15	1	-14	-3	0	-15	-16	-19	-10
COc1ccc(CCNC(=O)COC(=O)c2cccs2)cc1OC	-13	-3	1	-5	-9	-3	-22	-1	-2	-15	0
C=CCNC(=O)c1ccncc1	15	8	18	-70	-5	-3	5	2	10	2	1
CN(Cc1ccccc1)C(=O)COc1ccc(Br)cc1Cl	1	-21	-16	-17	-2	2	-16	2	-8	-38	-8
O=C(C1CCC(=O)N(C2CC2)C1)N1CCN(c2ccc(Cl)cc2)CC1 (stereo not drawn)	-12	-17	-6	9	5	-3	0	11	-1	-8	-5
CCOc1cccc(OCCCCn2ccnc2)c1	-12	-1	8	-1	-2	16	1	-22	6	19	-7
O=C(CC1C(=O)NC2CCCCC2N1C(=O)c1ccc(F)cc1)Nc1ccccc1 (stereo not drawn)	11	9	-55	6	-6	-17	-12	-47	-7	15	-19
Cc1ccc(C)c2[nH]c(=O)c(CN(CCN3CCCC3)C(=O)Nc3ccc(F)cc3)cc12	13	-15	-7	-1	3	·	9	-1	5	3	6
